High-throughput results as filed in PubChem.
PAFAH2 inh: inhibitors of human PAFAH2; Q99487; recombinant PAFAH2, FP-rhodamine activity probe, fluorescence polarization; inhibition, % at 3.39 µM; 0.99% of 340,000 active; AID 492956;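 active = inhibition above the mean over all tested compounds plus 3 SD, cut at about 30% in these data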;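 also: inhibitors block probe labeling of enzyme so polarization drops; 0% = enzyme with DMSO and 100% = wells lacking PAFAH2 protein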
PAD4 FP inh: PAD4 (human) enzyme inhibition. Q9UM07. recombinant PAD4, RCA probe fluorescence polarization. inhibition, % at 6.36 µM. 0.41% of 330,000 active;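 active = percent inhibition above a cutoff equal to the mean of all tested compounds plus 3 SD, cut at about 15% in these data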;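 also: 0% = PAD4 with RCA probe and DMSO and 100% = probe without PAD4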
PAFAH1B2 FP inh: inhibitors of human PAFAH1B2. P68402. recombinant PAFAH1B2, FP-rhodamine activity probe, fluorescence polarization. inhibition, % at 3.39 µM. 1.2% of 340,000 active. AID 492953;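 active = inhibition above the mean of all tested compounds plus 3 SD, cut at about 24% in these data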;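 also: 0% = enzyme with DMSO and 100% = wells lacking PAFAH1B2; many of its hits are not listed in these tables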
pPAFAH FP inh: inhibitors of human plasma PAF acetylhydrolase (pPAFAH). AID 463082. recombinant pPAFAH, FP-rhodamine probe fluorescence polarization. Q13093. 1.5% of 330,000 active. inhibition, % at 3.39 µM;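 active = inhibition above the mean inhibition across the screen plus 3 SD, cut at about 25% in these data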;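 also: inhibitors block binding of the rhodamine activity-based probe so polarization drops; 0% = enzyme with DMSO and 100% = wells lacking pPAFAH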
PME-1 primary: blocks human protein phosphatase methylesterase 1 | inhibition, % at 5.9 µM | 0.53% of 320,000 active | Q9Y570 | recombinant PME-1, FP-Rh probe fluorescence polarization;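 active = inhibition above the campaign mean of all compounds plus 3 SD, cut at about 26% in these data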;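 also: competitive labeling of PME-1 active site by serine hydrolase directed probe; 0% = PME-1 with DMSO and 100% = wells lacking PME-1 enzyme; inhibitors block probe labeling so polarization falls and inhibition rises; many of its hits are not listed in these tables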
PAFAH1B3 inh: blocks human PAF acetylhydrolase 1B catalytic subunit 3; Q15102; recombinant PAFAH1B3, FP-rhodamine probe, fluorescence polarization; inhibition, % at 3.39 µM; 0.28% of 340,000 active; AID 492972;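 active = inhibition above the screen-wide average of all tested compounds plus 3 SD, cut at about 25% in these data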;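 also: 0% = enzyme with DMSO only and 100% = wells lacking PAFAH1B3 protein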
LYPLA2 counter: blocks human lysophospholipase 2, a PME1 counter-screen. recombinant LYPLA2, FP-Rh probe fluorescence polarization. 0.38% of 320,000 active. inhibition, % at 5.9 µM;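 active = inhibition above the screen-wide mean plus 3 SD, limit set per campaign, cut at about 26% in these data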;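 also: 0% = LYPLA2 with DMSO and 100% = wells lacking LYPLA2 enzyme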
Target sequence (O95372 whole entry, looked up): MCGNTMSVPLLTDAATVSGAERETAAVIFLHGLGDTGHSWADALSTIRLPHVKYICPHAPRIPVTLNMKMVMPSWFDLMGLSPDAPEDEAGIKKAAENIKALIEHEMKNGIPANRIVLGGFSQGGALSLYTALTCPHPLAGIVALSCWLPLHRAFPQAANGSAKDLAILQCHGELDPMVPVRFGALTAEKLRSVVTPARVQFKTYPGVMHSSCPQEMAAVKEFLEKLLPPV
LYPLA1 inh: blocks human lysophospholipase 1, a PME1 counter-screen; recombinant LYPLA1, FP-Rh probe fluorescence polarization; inhibition, % at 5.9 µM; 0.16% of 320,000 active;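 active = inhibition above the mean of all tested compounds plus 3 SD, set per campaign, cut at about 14% in these data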;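 also: inhibitors block serine hydrolase probe labeling of LYPLA1 so polarization falls; 0% = enzyme with DMSO and 100% = wells lacking LYPLA1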
Target sequence (O75608 whole entry, looked up): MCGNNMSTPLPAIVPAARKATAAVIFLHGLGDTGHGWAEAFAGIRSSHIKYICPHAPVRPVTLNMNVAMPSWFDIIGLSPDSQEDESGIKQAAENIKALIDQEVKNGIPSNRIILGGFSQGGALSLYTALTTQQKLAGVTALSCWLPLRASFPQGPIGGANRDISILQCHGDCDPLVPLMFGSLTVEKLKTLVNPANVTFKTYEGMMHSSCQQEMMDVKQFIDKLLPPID
GSTO1 inh: blocks human GSTO1 in RBBP9 counter-screen. inhibition, % at 5.96 µM. 1.1% of 300,000 active. recombinant GSTO1, activity-based probe fluorescence polarization. AID 1974;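 active = inhibition above the campaign mean inhibition plus 3 SD, cut at about 35% in these data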;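 also: 0% = GSTO1-1 with DMSO and 100% = wells lacking GSTO1-1 enzyme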
Target sequence (P78417 whole entry, looked up): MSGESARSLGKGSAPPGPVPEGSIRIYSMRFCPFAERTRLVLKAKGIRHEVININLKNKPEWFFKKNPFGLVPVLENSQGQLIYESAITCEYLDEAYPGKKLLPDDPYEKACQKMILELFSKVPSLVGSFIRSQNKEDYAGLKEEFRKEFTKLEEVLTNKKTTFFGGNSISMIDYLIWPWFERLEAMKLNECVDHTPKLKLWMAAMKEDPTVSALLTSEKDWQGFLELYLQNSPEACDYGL
* = called active by the depositor; x = not tested or not shown; & = joins results of further samples. Not all compounds are listed. The share of hits here may be higher or lower than overall.

Structure	PAFAH2 inh	PAD4 FP inh	PAFAH1B2 FP inh	pPAFAH FP inh	PME-1 primary	PAFAH1B3 inh	LYPLA2 counter	LYPLA1 inh	GSTO1 inh
COc1cc(Br)cc(/C=N/N(CCO)C2=NS(=O)(=O)c3ccccc32)c1OC	9	4	3	5	6	8	1	-4	1
Cc1cc(Oc2nc3ccccn3c(=O)c2/C=C(\C#N)C(=O)NC2CCS(=O)(=O)C2)ccc1Cl (stereo not given)	12	1	4	0	-2	9	3	4	-3
CC(C)n1c(Nn2cnnc2)nc2ccccc21	2	5	4	2	-3	3	13	1	-3
COC(=O)C1CCCN1C(C(=O)NC1CCCCC1)c1ccc(Cl)cc1 (stereo not given)	4	1	6	-7	4	-2	-2	-2	3
O=C(NNC(=O)C1CC=CCC1C(=O)O)c1cccs1 (stereo not given)	7	-4	6	0	-8	5	1	1	3
O=C(CCNC(=O)c1ccco1)Nc1ccc(SC(F)F)cc1	-3	5	-1	4	6	2	4	-1	9
O=C(CN1CCN(S(=O)(=O)c2ccccc2)CC1)Nc1ccc(Cl)cn1	8	-2	-3	2	-2	4	-3	-3	4
CN(CC(=O)Nc1c(Cl)cccc1Cl)C(=O)Cc1ccsc1	1	1	2	4	x	0	x	x	x
Cc1cc(-c2n[nH]c(=S)n2/N=C/c2ccc(C)o2)n[nH]1	3	1	3	-1	-1	0	0	1	-2
CCOc1cc(NC(=S)Nc2ccccc2)c(OCC)cc1NC(=O)c1ccc(OC)cc1	6	-11	5	4	15	6	-3	-3	2
S=C(Nc1ccccc1Cl)N(CCN1CCCCC1)Cc1ccco1	-7	0	2	2	-6	9	2	-2	4
Cc1ccc(N2CCN(/N=C/c3cccs3)CC2)cc1	4	1	2	5	3	-1	6	2	-1
O=C(Cc1cccc(F)c1)N1CCCC(CO)(Cc2ccc(F)cc2F)C1 (stereo not given)	0	-3	0	8	0	8	-4	0	8
COc1ccc(S(=O)(=O)N2Cc3ccccc3CC2C(=O)Nc2ccc3c(c2)OCO3)cc1 (stereo not given)	-6	3	6	9	-5	-3	-5	-5	0
CCSc1nnc([C@@H](NC(=O)OC(C)(C)C)C(C)C)o1	4	3	5	2	-3	4	7	2	6
COc1ccc(C)cc1NC(=S)N1CCN(c2ncccn2)CC1	-4	-4	-3	6	-5	4	4	-1	12
CCOc1ccc(S(=O)(=O)NCC(=O)NC2CCCCC2)cc1	-3	-4	3	-3	2	9	3	2	x
COc1ccc2c(CC(=O)Nc3nnc(C4CC4)s3)coc2c1	-4	-7	0	-6	-1	-10	-12	-1	-2
CCc1nnc(NC(=O)CSc2nnc(COc3ccccc3C)o2)s1	14	-1	13	0	-1	1	13	2	35
COc1ccccc1CN(C)C(=O)C1COc2ccccc2O1 (stereo not given)	-2	0	2	4	-4	6	5	1	-2
O=C(O)c1ccccc1NCc1cccnc1	x	-5	x	-4	2	x	2	-3	-3
CC1CN(S(=O)(=O)c2ccc(NC(=O)CCCN3C(=O)c4ccccc4C3=O)cc2)CC(C)O1 (stereo not given)	-2	-2	0	4	4	4	1	2	2
Cc1ccc(NC(=O)C2CCCC2)c(Br)c1	-50	-1	-5	5	6	-5	6	4	6
CNc1nc(-c2ccccc2)cc(C(F)(F)F)c1C#N	6	0	-1	-2	-1	-2	12	8	6
COc1ccc([N+](=O)[O-])cc1NC(=O)C1CCCNC1=O (stereo not given)	5	0	-8	1	3	5	-1	-1	-5
CCCN(Cc1nc(-c2ccc(Cl)cc2)no1)CC1CCCO1 (stereo not given)	-2	0	1	-1	3	2	0	2	6
O=C(NCCC1CCCCN1S(=O)(=O)c1ccccc1)C(=O)NCc1cccnc1 (stereo not given)	-4	4	4	4	1	4	-2	-1	11
COc1ccc(CCc2nc(C)ccc2O)cc1	-2&-2	1&1	-7&5	10&2	-6&4	1&13	5&3	2&-3	-1&9
O=C(Nc1ccc(F)cc1)c1oc2ccccc2c1NC(=O)C1CC1	-8	1	9	-5	-7	3	-5	-8	1
O=C(c1ccco1)N(Cc1cccc(Br)c1)C1CCS(=O)(=O)C1 (stereo not given)	-1	-1	2	-2	6	10	-9	0	-2
Cc1[nH]n(C(N)=S)c(=O)c1C(c1ccccc1)C(C#N)C#N (stereo not given)	2	-1	0	-10	-2	-4	-6	-4	-6
Cc1nn(-c2ccccc2)c2c1/C(=N/O)CC(C)(C)C2	-10	4	-3	3	2	4	10	1	7
O=C(CO/N=C/c1cccc([N+](=O)[O-])c1)NC1CCCCC1	-2	0	-4	-3	5	2	0	-3	-3
c1ccc2c(c1)Oc1ccccc1S2	4	-1	2	2	-1	9	4	0	x
CCNC(=O)CC1SC(=Nc2ccc(C)cc2)N(CC)C1=O (stereo not given)	0	4	5	0	1	3	-7	-3	5
Cc1cc2c(cc(C(=O)N3CCC(C(=O)N4CCCC4)CC3)n2Cc2c(F)cccc2Cl)o1	1	-2	4	-3	-8	-1	-2	-5	23
CCN(CC(=O)Nc1ccc2c(c1)OCCO2)Cc1cc(=O)n2ccsc2n1	-5	5	-2	6	3	-1	1	-1	-8
COC(=O)C1=C(Nc2ccccc2NC(=O)CCCC(=O)O)CSC1	x	2	x	4	-3	x	3	4	3
COCCn1cnc2c1c(=O)n(Cc1c(F)cccc1Cl)c(=O)n2Cc1ccccc1	5	4	2	4	4	-5	-6	-3	1
CC(OC(=O)C12CC3CC(CC(O)(C3)C1)C2)C(N)=O (stereo not given)	-1	-2	3	-1	0	4	2	1	10
CC(C(=O)NCC1CCCO1)c1ccc([N+](=O)[O-])cc1 (stereo not given)	-6	-6	2	2	-9	3	0	-1	0
Cc1ccc(-c2nnc(NC3CCCCC3)c3ccccc23)cc1S(=O)(=O)N1CCN(C)CC1	-2	2	-1	3	1	-1	1	-2	1
CCc1ccc(CNC(=O)C2CCC(=O)N(CCc3ccc(Cl)cc3)C2)nc1 (stereo not given)	-4	4	12	-4	-1	9	7	-1	2
COCCNC(=O)CCCn1c(=O)c2cc(OC)c(OC)cc2n(CC(=O)NCCC2=CCCCC2)c1=O	3	3	4	2	-3	5	2	3	-1
CCOC(=O)N1CCN(C(c2ccccc2)c2sc3nc(C)nn3c2O)CC1 (stereo not given)	0	-1	-2	-5	-6	9	2	2	1
Cc1noc(C)c1S(=O)(=O)N(CC(=O)Nc1ccc2c(c1)OCCO2)c1ccc(C(C)C)cc1	0	1	-2	3	-15	4	-26	-16	-10
O=C(Cc1ccc(Cl)cc1)N/N=C/c1ccccc1	-1	0	2	3	1	-8	1	-6	8
CCOc1ccc(S(=O)(=O)N2CCOCC2)cc1NC(=O)c1ccccc1F	5	-2	3	2	6	3	0	-3	-1
N/C(=N\OC(=O)COc1ccc([N+](=O)[O-])cc1)c1ccncc1	4	-3	0	-10	-7	7	-11	-5	-2
O=C(CCC1CCN(C(=O)c2cccc(Cl)c2F)CC1)Nc1ccccc1	3	-1	1	6	2	5	2	3	-2
CCCCS(=O)(=O)NC1=NCN(CCO)CN1	-5	4	1	4	0	1	2	2	-6
COc1cccc2cc(C(=O)N3CCN(c4ncccn4)CC3)c(=O)oc12	-2	1	-3	0	1	1	-3	0	-6
CCOC(=O)c1nnn(-c2nonc2N)c1CS(=O)(=O)c1ccccc1	11	-3	2	8	-4	1	2	5	11
CC(Sc1nc(=O)cc(N)n1CCc1ccccc1)C(=O)NCc1ccccc1 (stereo not given)	-3	3	3	11	0	-1	5	1	-3
CCOC(=O)N1CCC(Nc2c(NCCCN(CC)CC)c(=O)c2=O)CC1	-9	2	4	3	0	3	3	-1	5
O=C1NC2(CCCCCC2)C(=O)N1Cc1cccc([N+](=O)[O-])c1	0	8	7	-5	3	8	1	-2	8
CCn1cc([N+](=O)[O-])c(C(=O)Nc2c(C)nn(Cc3cccc(F)c3)c2C)n1	3	-6	-1	-4	-5	-2	-6	2	-5
CCSc1nc2ccccc2c(=O)n1CCc1ccc(OC)c(OC)c1	-1	-9	0	-6	-7	4	-4	-3	7
Nc1ccccc1OCCOCCOCCOc1ccccc1N	-2	-2	2	5	-3	5	4	1	0
O=C(CCCC(=O)OCC(=O)c1cccs1)Nc1ccc(Oc2ccccc2)cc1	8	-5	2	14	6	0	-12	-8	1

Following part.
Structure	PAFAH2 inh	PAD4 FP inh	PAFAH1B2 FP inh	pPAFAH FP inh	PME-1 primary	PAFAH1B3 inh	LYPLA2 counter	LYPLA1 inh	GSTO1 inh
CC(=O)Nc1cc(Cl)ccc1OS(=O)(=O)c1ccc(C)cc1	1	0	3	-4	4	-4	-13	-7	-2
O=C(CSc1nc(-c2ccccc2)c(-c2ccccc2)o1)N1CCOCC1	-2	3	-3	4	-3	5	-3	-1	4
C=CCNC(=O)c1c(Cl)cnn1-c1ccc(C)cc1	x	-5	x	1	3	x	-5	0	3
O=C(/C=C/c1ccccc1Cl)N1CCCN(C(=O)/C=C/c2ccccc2Cl)CC1	6	-1	-2	0	-1	-9	6	1	-2
C=CCNC(=O)CN1C(=O)C2C3c4ccccc4C(c4ccccc43)C2C1=O (stereo not given)	9	1	5	2	-2	4	-2	-1	-5
COc1cc(CNc2ccc(N3CCOCC3)cc2)cc(Br)c1OC	5	6	1	10	1	6	7	-2	5
